# 14-3-3g Raf: modulators of 14-3-3 gamma protein binding, primary screen, biochemical, fluorescence polarization | 14-3-3 protein gamma (Homo sapiens), P61981 | FP, 14-3-3gamma / TMR-pS259-Raf peptide binding | inhibition, % at 40 µM | 160,000 tested, 0.19% active | AID 422, 2006; in the data active = inhibition above about 30%;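 note: 0% = protein plus tracer without compound and 100% = blank with tracer alone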
# Target sequence (P61981 whole entry, looked up): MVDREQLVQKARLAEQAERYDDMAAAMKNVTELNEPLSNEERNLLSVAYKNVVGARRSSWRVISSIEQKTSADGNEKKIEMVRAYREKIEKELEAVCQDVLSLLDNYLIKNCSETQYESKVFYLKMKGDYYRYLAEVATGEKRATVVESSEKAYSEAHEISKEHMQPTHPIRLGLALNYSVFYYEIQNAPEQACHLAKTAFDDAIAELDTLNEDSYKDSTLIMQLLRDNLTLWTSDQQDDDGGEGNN
# An asterisk follows results filed as active; & = joins results of further samples. A portion of the library; rates above refer to the full screens.
SMILES,14-3-3g Raf
CCCCC1CCC(C(=O)NC2CCS(=O)(=O)C2)CC1 (stereo not drawn),-8
O=C(Nc1cccc(F)c1)N1CC=C(n2c(=O)[nH]c3ccccc32)CC1,0
COc1ccc(OC)c(CNC(=O)C2CCN(S(C)(=O)=O)CC2)c1,2
COc1ccccc1CNC(=O)c1ccc2c(c1)nc(C)n2-c1cccc(C)c1,-9
O=C(Nc1ccc(Cl)cc1)c1cc(S(=O)(=O)N2CCCCC2)ccc1Cl,-2
C=CCn1sc(=N)c(C#N)c1N,-16
Cc1cccc(-n2nc3c(c2NC(=O)c2ccc(Cl)c([N+](=O)[O-])c2)CS(=O)(=O)C3)c1C,2
CCCCOC(=O)c1c(C)oc2ccc(NS(=O)(=O)c3ccc4c5c(cccc35)C(=O)N4)cc12,-47
Cc1sc2ncnc(Sc3nnnn3-c3ccccc3)c2c1C,-9
CCn1nnc(NC(=O)c2cc(Cl)c(OC)c(Cl)c2)n1,-15
CCC(=O)N1c2ccccc2C(=C2SC(C(=O)OC)=C(C(=O)OC)S2)C(=S)C1(C)C,-7
O=C(CN1C(=O)CCC1=O)Nc1nc2c(F)cc(F)cc2s1,-7
c1ccc2c3c(cc(N4CCOCC4)c2c1)OC1(N2CCOCC2)CCCCC1O3 (stereo not drawn),3&-9
Cc1ccc(C2NCCS2)cc1 (stereo not drawn),-8
COc1ccc(-n2c3c(cc(C(=O)Nc4ccccc4Br)c2=O)C(=O)CCC3)cc1,-89
CNC(=O)C1CCN(C(=O)c2ccc(OC)cc2)CC1,4
COc1ccc(-c2nc3n(n2)C(c2ccncc2)C(C(N)=O)=C(C)N3)cc1 (stereo not drawn),-4
COc1ccc(COC(=O)C2=C(C)NC3=C(C(=O)CC(C)(C)C3)C2c2ccsc2)cc1 (stereo not drawn),-6
COC(=O)C1=CN(Cc2ccc(OC)cc2)C=C(C(=O)OC)C1c1ccccc1Br,8
CCOC(=O)c1ccc(N2C(=O)CC(N3CCOCC3)C2=O)cc1 (stereo not drawn),-8
CCOc1ccc(NC(=O)CC2NCCNC2=O)cc1 (stereo not drawn),-4
COCCn1c(=O)[nH]c2cc(C(=O)Nc3ccc(Oc4ccc(Cl)cc4)cc3)ccc2c1=O,-3
O=C(N1CCN(c2ccccc2F)CC1)N1c2ccccc2Sc2ccccc21,-15
CC(=O)Nc1ccn(Cc2c(F)cccc2Cl)n1,-5
COc1ccc2c(CC(=O)N(C)CC3COc4ccccc4O3)coc2c1 (stereo not drawn),-15
C=CCc1cccc(CNc2nc3ccccc3n2CCN2CCOCC2)c1O,9
O=C(NCc1ccco1)c1ccc2c(=O)n(-c3ccc(F)cc3)c(SCc3ccc(Cl)cc3)nc2c1,-16
CN(C)c1oc(-c2ccc(F)cc2)nc1C#N,-13
Cn1c(SCc2cccc(F)c2)nnc1-c1ccccn1,-13
CN(C(=O)Cc1c(C(=O)O)[nH]c2ccccc12)C1CCCCC1,-4
O=C(O)c1cc(-c2ccncc2)nc2ccc(S(=O)(=O)N3CCOCC3)cc12,-7
COc1cc2c(cc1OC)C(COc1cc(C)cc(C)c1)N(C(=O)COc1ccccc1)CC2 (stereo not drawn),-107
O=C(Oc1ccc2c3c(c(=O)oc2c1)CCCC3)c1ccccc1Br,1
CCOC(=O)N1CCN(c2c(-c3ccccc3)c3cc(Cl)ccc3[nH]c2=O)CC1,2
COc1cccc(C2Nc3cccc4cccc(c34)N2)c1OC,-12
Nc1c(C(=O)NC2CCCc3ccccc32)nnn1-c1cccc(C(F)(F)F)c1 (stereo not drawn),-7
Cc1nnc(SCC2=C(C(=O)O)N3C(=O)[C@@H](NC(=O)Cn4cnnn4)[C@H]3SC2)s1,-3&-2
CC(C)OC(=O)C(C(=O)C(F)(F)F)c1cc(NS(=O)(=O)c2ccc3ccccc3c2)c2ccccc2c1O (stereo not drawn),-56
Cn1c(C(=O)O)c(CC(=O)NCCN2CCOCC2)c2ccccc21,-2
Cc1ccc(OCC(=O)c2cc(C)c(O)cc2O)cc1,-21
COc1cccc(CSc2nnc(-c3ccco3)n2C)c1,-4
NC(=O)C1(N2CCCCC2)CCN(C(=O)c2ccc(-n3c(=S)[nH]c4ccccc4c3=O)cc2)CC1,-6
CCC(C)(C)n1nnnc1C(c1cc2cc(C)ccc2[nH]c1=O)N1CCCC1 (stereo not drawn),-7
COc1cccc2sc(=NC(=O)c3ccc(C(=O)c4ccccc4)cc3)n(C)c12,6
CC(=O)c1ccc(NC(=O)c2ccc(S(=O)(=O)N3CCCC3)cc2)cc1,-4
CC(=O)NCCSc1c(-c2ccc(F)cc2)[nH]c2ccccc12,-7
Oc1ccc(C2Nc3ccccc3-c3nnc(SCc4ccccc4)nc3O2)cc1 (stereo not drawn),-16
Cc1c[n+]([O-])n(-c2ccc(C(=O)O)cc2)n1,-8
CCOC(=O)C1=C(C)NC(=O)NC1c1ccc(F)cc1 (stereo not drawn),-2&2
Cn1cc([N+](=O)[O-])c(C(=O)Nc2sc3c(c2C#N)CCC3)n1,-3

# Next section
SMILES,14-3-3g Raf
CC1CCCCC1NC(=O)Cn1cnc2ccccc2c1=O (stereo not drawn),-3
COc1ccc(OC)c(NC(=O)COc2ccc(Br)cc2C(C)(C)C)c1,-23
Cc1ccc(S(=O)(=O)CCSc2nc(C)cc(C)c2C#N)cc1,1
CCOc1ccccc1N1CCN(c2ccc(N3C(=O)C4CCC(C)CC4C3=O)cc2[N+](=O)[O-])CC1 (stereo not drawn),6
O=C(NCc1ccc2c(c1)OCO2)c1ccc2c(c1)ncn2C1CCCC1,-10
O=C1c2ccccc2C(=O)c2c1cccc2N1CCCCC1,-12
Cc1csc2nc3sc4c(c3c(=O)n12)CCCC4,0
Cc1n[nH]c(C)c1CCOc1ccccc1C(C)C,-1
CCOc1ccc(NC(=O)c2ccc(N3CC4CC(C3)c3cccc(=O)n3C4)c(NC(=O)c3ccc(Br)o3)c2)cc1 (stereo not drawn),-7
COc1cccc(OC)c1C(=O)Nc1ccc(F)c([N+](=O)[O-])c1,-8
COc1ccc(CCC(=O)Nc2ccc(Br)cn2)cc1,-13
CC1CCc2c(sc(NC(=O)C(C)N3C(=O)c4ccccc4C3=O)c2C#N)C1 (stereo not drawn),-23
COc1cc2[nH]c(=O)n(Cc3ccc(C(=O)N4CCN(c5cc(Cl)ccc5C)CC4)cc3)c(=O)c2cc1OC,-17
CC1CN(C(=O)c2cc3cc(Br)ccc3oc2=O)CC(C)O1 (stereo not drawn),-7
O=C(Nc1ccc2oc(-c3cccnc3)nc2c1)c1ccccc1Cl,-10
Cc1ccc(-n2c(N)c(C(=O)N3CCN(C)CC3)sc2=S)cc1,-3
O=C(Nc1ccc(O)c(-c2nc3ccccc3s2)c1)c1cc2cc([N+](=O)[O-])ccc2s1,-68
COc1ccc(N2CCN(CC(O)COc3ccc(C)cc3C(C)(C)C)CC2)cc1 (stereo not drawn),-4
CCCCNc1c(OC)ccc2c1C(=O)c1ccccc1C2=O,-157
COc1ccc(N2CCN(CCNC(=O)c3nnc(Cc4c(F)cccc4Cl)o3)CC2)cc1,-4

# Shown with the structure last: entries from further up.
14-3-3g Raf,smiles
-3,Cn1cc([N+](=O)[O-])c(C(=O)Nc2sc3c(c2C#N)CCC3)n1
-3,CC1CCCCC1NC(=O)Cn1cnc2ccccc2c1=O (stereo not drawn)
-23,COc1ccc(OC)c(NC(=O)COc2ccc(Br)cc2C(C)(C)C)c1
1,Cc1ccc(S(=O)(=O)CCSc2nc(C)cc(C)c2C#N)cc1
6,CCOc1ccccc1N1CCN(c2ccc(N3C(=O)C4CCC(C)CC4C3=O)cc2[N+](=O)[O-])CC1 (stereo not drawn)
-10,O=C(NCc1ccc2c(c1)OCO2)c1ccc2c(c1)ncn2C1CCCC1
-12,O=C1c2ccccc2C(=O)c2c1cccc2N1CCCCC1
0,Cc1csc2nc3sc4c(c3c(=O)n12)CCCC4
-1,Cc1n[nH]c(C)c1CCOc1ccccc1C(C)C
-7,CCOc1ccc(NC(=O)c2ccc(N3CC4CC(C3)c3cccc(=O)n3C4)c(NC(=O)c3ccc(Br)o3)c2)cc1 (stereo not drawn)
-8,COc1cccc(OC)c1C(=O)Nc1ccc(F)c([N+](=O)[O-])c1
-13,COc1ccc(CCC(=O)Nc2ccc(Br)cn2)cc1
-23,CC1CCc2c(sc(NC(=O)C(C)N3C(=O)c4ccccc4C3=O)c2C#N)C1 (stereo not drawn)
-17,COc1cc2[nH]c(=O)n(Cc3ccc(C(=O)N4CCN(c5cc(Cl)ccc5C)CC4)cc3)c(=O)c2cc1OC
-7,CC1CN(C(=O)c2cc3cc(Br)ccc3oc2=O)CC(C)O1 (stereo not drawn)
-10,O=C(Nc1ccc2oc(-c3cccnc3)nc2c1)c1ccccc1Cl
-3,Cc1ccc(-n2c(N)c(C(=O)N3CCN(C)CC3)sc2=S)cc1
-68,O=C(Nc1ccc(O)c(-c2nc3ccccc3s2)c1)c1cc2cc([N+](=O)[O-])ccc2s1

# Going on with the list.
SMILES,14-3-3g Raf
CN(C)c1ccc(C(=S)N2CCN(c3cccc(Cl)c3)CC2)cc1,-9
Cc1cc2nc(Cc3ccccc3F)c(=O)[nH]c2cc1C,-5
COc1ccccc1CNC(=O)Cn1nc(-c2ccccc2)ccc1=O,-1
CCN(CC)CCn1c(N)c(C(=O)Nc2ccccc2C)sc1=S,-18
CCC1CCCCN1C(=O)c1c[nH]c2ccc(S(=O)(=O)N(C)c3ccc(Br)cc3)cc2c1=O (stereo not drawn),-13
Cc1ccc(-c2ccc(CCC(=O)O)n2Cc2ccco2)cc1,-18
CC(C)=C1C2C=CC1C1C(=O)N(c3cc([N+](=O)[O-])ccc3Cl)C(=O)C21 (stereo not drawn),-5
CC1CCN(C(=O)Cn2c(=O)oc3ccccc32)CC1,-1
CC1CCN(C(=O)CSc2nc3ccc(Br)cc3c3nc4ccccc4n23)CC1,-11
O=C(CCn1nc(-c2ccc(Cl)cc2)ccc1=O)NCCN1CCCC1,-6
Cc1ccc(C)c(N2CCN(C(=O)c3ccc(S(=O)(=O)Cc4cccc(F)c4)c([N+](=O)[O-])c3)CC2)c1,5
CCN(CC)c1ccc(NS(=O)(=O)c2ccc3c(c2)CC(C)N3C(C)=O)c(C)c1 (stereo not drawn),-17
O=C1C2C3CCC(C3)C2C(=O)N1c1ccccc1F (stereo not drawn),-10
CCCCN1COc2c(c3c(C(=O)OCC)c(C)oc3c3ccccc23)C1,-4
Cc1ccc(-c2cc3nc(C)cc(N)n3n2)cc1,-9
O=C(NC1CCCC1)N1c2ccccc2Sc2ccccc21,-1
CCOC(=O)c1cnc2c(Cl)cccc2c1Nc1cccc(C(F)(F)F)c1,13
Cc1cc(N2CCCCC2)nc2ccc(NC(=O)CCC(=O)NC(C)c3ccc4c(c3)OCCO4)cc12 (stereo not drawn),-4
O=C1c2ccc(-c3nc4ccccc4c(=O)o3)cc2C(=O)N1Cc1ccc(Cl)cc1,-2
Cc1cc(C)n(C(=O)COc2c(C)cccc2C)n1,-2
N#CCSc1nc2c(sc3ccc([N+](=O)[O-])cc32)c(=O)n1Cc1ccccc1,-4
CCOC(=O)c1c(N)n(-c2ccc(C)c(C)c2)c2nc3ccccc3nc12,6
COC(=O)C(NC(=O)Cc1ccccc1)(Nc1ccc(OC(F)(F)F)cc1)C(F)(F)F (stereo not drawn),3
Brc1ccc(C2C=C(c3ccc4c(c3)OCO4)Nc3nnnn32)cc1 (stereo not drawn),-11
O=S(=O)(Nc1cccc(F)c1)c1cccc2nsnc12,-7
Cc1ccc(NC(=O)CSC2=C(C#N)C(c3ccco3)C3=C(CCCC3=O)N2)cc1 (stereo not drawn),2
Cc1ccc(CSc2nnc3c(n2)OC(C)Nc2ccccc2-3)cc1 (stereo not drawn),14
O=C(O)c1ccc(CNc2ccccc2C(=O)O)cc1,8
CC(C)(C)c1ccc2c(c1)N(CC(=O)NCCCN1CCc3ccccc3C1)C(=O)CO2,6
CN(Cc1nc(-c2ccncc2)no1)S(=O)(=O)c1ccc(Cl)cc1,1
NC1=NC2(CCCC2)N=C(Nc2ccc(Cl)cc2)N1,-1
CCCCOc1ccc(C2C(N3C(=O)c4ccc([N+](=O)[O-])cc4C3=O)C(=O)N2c2ccc(Cl)cc2)cc1 (stereo not drawn),-2
CCOC(=O)c1[nH]c(C)c(C(=O)Nc2ccc3c(c2)CCC3)c1C,1
O=C(C1CCCCC1)N1CCN(c2ncccn2)CC1,3
O=C(COc1ccc(Cl)cc1)NCc1nnc(SCC(=O)Nc2ccccc2)o1,3
Cc1nc2sc3c(c2c(=O)n1Cc1cccc(F)c1)CCCC3,-11
C=CCN(c1ccccc1)S(=O)(=O)c1ccc(F)c(C(=O)Nc2cccc(Cl)c2)c1,-9
O=C(CCN1CCN(CC(=O)Nc2ccccc2Cl)CC1)Nc1ccccc1F,-10&-9
CN(Cc1cc2ccccc2[nH]c1=O)S(=O)(=O)c1ccccc1,-3
CCOc1ccccc1NC(=O)C(=O)NCc1cccnc1,2
CCOC(=O)c1cc2c(=O)n3ccccc3nc2n(CC(C)C)c1=NC(=O)C(C)Oc1ccccc1 (stereo not drawn),-13
O=C(O)c1cc(N2C(=O)c3cccc([N+](=O)[O-])c3C2=O)ccc1O,-1
CC1=C(C(=O)OCCOc2ccccc2)C(c2cccs2)C2=C(CC(c3cccs3)CC2=O)N1 (stereo not drawn),-10
O=C(NC1CCCCCC1)c1cc2cc3ccc(Cl)cc3nc2o1,12
O=c1oc2ccccc2cc1-c1cn2c(n1)sc1ccccc12,-2
N#Cc1nc(-c2ccc(OCc3ccc(Cl)cc3)cc2)oc1NCc1cccnc1,-7
CCCC(=O)Nc1nnc(CC(=O)OCC)s1,-6
Cc1cc(=O)[nH]c(/N=C(\N)Nc2ccc(F)cc2)n1,4
O=C1c2ccccc2NC(c2ccc(Br)cc2)N1c1ccc(Cl)cc1 (stereo not drawn),-10
Cc1ccc(-c2nnc(Nc3ccc(CC(N)=O)cc3)c3ccccc23)cc1S(=O)(=O)NCC1CCCO1 (stereo not drawn),-9

# Carrying on.
SMILES,14-3-3g Raf
Cc1ccc(-c2noc(-c3ccccc3Br)n2)cc1,2
CN=c1sc2ccccc2n1CC(O)COc1ccccc1 (stereo not drawn),-12
CC1(C)CC(=O)C2=C(C1)Nc1cc(C(=O)c3ccccc3)ccc1NC2c1ccc(C(F)(F)F)cc1 (stereo not drawn),0
CSCCC1NC(=O)NC1=O (stereo not drawn),0
CC(O)(C#Cc1ccccc1)c1ccc(N2CCCCC2)c(F)c1 (stereo not drawn),0
